FLuc inh counter: firefly luciferase enzyme inhibitors, primary screen, artefact control for luciferase-based inhibitor screens, biochemical, luminescence, ATPLite; Luciferin 4-monooxygenase (Photinus pyralis), P08659; 10 min; inhibition, % at 10 µM; hit rate 1.5% among 200,000;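 active = inhibition above about 50% when tested at 10 µM, limit read from the data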
APP transl inh: inhibitors of APP translation via 5'UTR reporter, primary screen, APP 5'UTR luciferase, SH-SY5Y cells; SH-SY5Y APP 5'UTR-luciferase reporter, luminescence; inhibition, % at 2 µM; hit rate 0.82% among 190,000;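 active = inhibition above a set limit, derived from the sample mean plus 3 SD, cut at about 45% in these data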; also: values of inactives mirror those of a sister screen read the other way
Diaphorase act: compounds boosting diaphorase resazurin reduction – biochemical, uHTS, resorufin fluorescence, counter-screen for diaphorase-coupled primary assays, primary screen. hit rate 0.005% among 190,000. Diaphorase/resazurin coupled assay, 16 min; hits give high values; 1 = vehicle wells, 0 = NADH-free wells. activation factor at 20 µM;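 active = diaphorase activity raised at least twofold by the compound at 20 µM; inactive = activation factor below 2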
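Assay system: Purified diaphorase enzyme from Clostridium kluyveri | Amount: Enzyme 0.07 U/mL final | Dosing: Compound 20 µM once, DMSO 1% | Timing: 16 min reaction at room temperature | Detection: Fluorescence, excitation 544 nm and emission 590 nm | Evaluation: Higher resorufin formation from activation or reduction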
NF-kB expr up: activators of NF-kB expression in neurons, primary screen, cell-based, HTS; human neuronal cells, NF-kB reporter expression; hits give high values; fold change at 12.5 µM; hit rate 1.6% among 190,000; in the data active = fold change above about 3.3
TLR4-MyD88 BLA: inhibitors of TLR4-MyD88 association in cells, primary screen, cell-based, HeLa CL3-4, BLA complementation, FRET ratio | inhibition, % at 8.4 µM | HeLa CL3-4 TLR4/MyD88 BLA complementation | Toll-like receptor 4 (Homo sapiens) + Myeloid differentiation primary response protein … | hit rate 0.18% among 200,000; in the data active = inhibition above about 25%;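 also: 0% = vehicle and 100% = reference inhibitor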
Target sequence (O00206 whole entry, looked up): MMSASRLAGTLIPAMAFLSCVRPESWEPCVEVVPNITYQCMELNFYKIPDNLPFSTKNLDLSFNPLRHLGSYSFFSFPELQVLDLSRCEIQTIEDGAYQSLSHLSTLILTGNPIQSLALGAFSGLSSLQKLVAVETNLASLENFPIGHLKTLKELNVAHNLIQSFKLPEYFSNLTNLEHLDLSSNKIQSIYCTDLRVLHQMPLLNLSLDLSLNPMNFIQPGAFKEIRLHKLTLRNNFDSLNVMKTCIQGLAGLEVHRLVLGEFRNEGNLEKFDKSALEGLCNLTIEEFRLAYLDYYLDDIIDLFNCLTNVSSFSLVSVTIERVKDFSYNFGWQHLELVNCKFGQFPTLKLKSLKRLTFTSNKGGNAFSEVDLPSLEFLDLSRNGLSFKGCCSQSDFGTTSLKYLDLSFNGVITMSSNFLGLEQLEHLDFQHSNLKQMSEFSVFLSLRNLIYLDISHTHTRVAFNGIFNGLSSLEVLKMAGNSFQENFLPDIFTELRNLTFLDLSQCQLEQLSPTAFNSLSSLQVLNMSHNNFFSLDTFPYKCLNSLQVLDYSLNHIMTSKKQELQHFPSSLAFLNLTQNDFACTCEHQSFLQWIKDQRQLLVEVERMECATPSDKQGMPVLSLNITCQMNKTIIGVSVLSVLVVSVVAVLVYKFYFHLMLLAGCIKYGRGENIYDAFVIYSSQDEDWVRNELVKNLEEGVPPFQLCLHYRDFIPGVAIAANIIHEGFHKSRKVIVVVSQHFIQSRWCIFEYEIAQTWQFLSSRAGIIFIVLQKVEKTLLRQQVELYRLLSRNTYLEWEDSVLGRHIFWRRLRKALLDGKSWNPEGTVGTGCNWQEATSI
Target sequence (Q99836 whole entry, looked up): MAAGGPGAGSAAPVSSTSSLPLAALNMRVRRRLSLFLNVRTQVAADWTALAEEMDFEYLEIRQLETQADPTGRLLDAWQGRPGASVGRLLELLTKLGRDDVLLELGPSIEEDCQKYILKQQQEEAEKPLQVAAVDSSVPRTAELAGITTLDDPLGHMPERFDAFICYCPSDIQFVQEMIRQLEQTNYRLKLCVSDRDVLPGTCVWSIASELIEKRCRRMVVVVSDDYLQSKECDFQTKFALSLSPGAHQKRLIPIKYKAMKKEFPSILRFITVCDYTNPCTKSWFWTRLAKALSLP
APP 5'UTR act: activators of APP 5'UTR luciferase reporter, primary screen, SH-SY5Y cells | hit rate 1% among 190,000 | activation, % at 2 µM | SH-SY5Y APP 5'UTR luciferase reporter, luminescence; zero percent = DMSO vehicle wells;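 active = activation above a set limit, based on mean plus 3 SD of controls, cut at about 140% in these data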; also: values of inactives mirror those of a sister screen read the other way
STAT1 activator: STAT1 signaling activators, primary screen, cell-based, HTS, luciferase reporter; hit rate 2.6% among 200,000; NIH 3T3 STAT1-luciferase reporter, IFN-gamma, luminescence; 100% = IFN-gamma alone, no compound; AID 932, 2007; activation (% of control), % at 5.5 µM;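 active = activation above the screen-wide mean activation plus 3 SD, cut at about 130% in these data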;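 also: raw ratio to IFN-gamma control signal so 100% means no change and 0% no light; values of inactives mirror those of a sister screen read the other way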
Diaphorase inh: diaphorase inhibitors and chemical oxidizers, primary screen, counter-screen for diaphorase-coupled primary assays, biochemical, uHTS, resorufin fluorescence; hit rate 0.69% among 190,000; AID 1217, 2008; diaphorase resazurin-to-resorufin fluorescence, NADH, 16 min; bacterial (C. kluyveri) enzyme, not human; inhibition, % at 20 µM;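 active = primary screen inhibition at 20 µM above a set limit, cut at about 50% in these data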;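 also: plate controls were DMSO with full reaction for no effect and wells lacking NADH for full effect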
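Assay system – diaphorase enzyme from Clostridium kluyveri · Amount – diaphorase 0.14 U/mL (working solution) · Times – reaction incubation of 16 min at room temperature · Controls – No-NADH positive control and DMSO neutral control · Signal – resorufin fluorescence 544/590 nm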
G6PDH CS: L. mesenteroides G6PDH inhibitors, counter-screen for G6PDH-coupled screening assays, biochemical, Leuconostoc mesenteroides enzyme. glucose-6-phosphate dehydrogenase [Leuconostoc mesenteroides]. Purified L. mesenteroides G6PDH, diaphorase/resazurin coupled fluorescence, 45 min. inhibition, % at 5 µM. hit rate 0.12% among 200,000; in the data active = inhibition above about 50%
FLuc act counter: FLuc activators, initial screening, artefact control for FLuc-dependent activation tests, biochemical, ATPlite luminescence | Luciferin 4-monooxygenase (Photinus pyralis), P08659 | ATPlite luciferase biochemical, 10 min; 0 = ATP-free wells, 1 = DMSO control | activation factor at 10 µM | 200,000 tested, under 10 active | AID 1027, 2008;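 active = luciferase activation factor, scaled between plate controls, of at least 2 with compound at 10 µM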
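Material: Luciferase/luciferin reagent mix; Doses: test compounds dosed from 2 mM stocks in 100% DMSO; Schedule: 10 min incubation after luciferase reagent addition, room temperature; Measured by: luminescence from luciferase reaction; Read-out: luminescence gain marking luciferase activators.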
Active calls of the source: *; · = not tested or not shown.

1	Cc1cccc(-n2c(N)c(-c3nc4ccccc4n3C)c3nc4ccccc4nc32)c1
2	CCOC(=O)C1CCN(c2ncnc3c2[nH]c2cccc(OC)c23)CC1
3	CC(C)Sc1ncc(S(=O)(=O)c2ccccc2)c(=O)[nH]1
4	NS(=O)(=O)c1ccc(N=NN2CCCCC2)cc1
5	Cc1ccc(C(=O)C(OC(=O)c2c(C)cc(=O)oc2C)c2ccccc2)cc1 (stereo not drawn)
6	O=C(OCc1cnc(Cl)s1)c1cccs1
7	COc1ccccc1OCCOCCOc1c(C)cc(C)cc1Br
8	Nc1ccc(NC2C[C@@H](C(=O)O)NC2=O)cc1 (stereo partly drawn)
assay / compound	1	2	3	4	5	6	7	8
FLuc inh counter	-5	-4	-1	5	-7	-1	-1	-1
APP transl inh	-12	-6	-18	-32	-4	-15	-2	-2
Diaphorase act	0.9	0.8	1.1	0.9	0.9	1.2	0.9	1
NF-kB expr up	0.54	0.63	0.98	1.9	0.93	1	1.3	1.1
TLR4-MyD88 BLA	21	-3	1	-7	6	13	3	-3
APP 5'UTR act	12	6	18	32	4	15	2	2
STAT1 activator	101	96	97	120	110	93	92	98
Diaphorase inh	9	18	-5	10	13	-17	8	4
G6PDH CS	-8	5	2	2	0	7	-12	3
FLuc act counter	1.1	1	1	1	1.1	1	1	1

Complete entries as entered above:
O=C(OCc1cnc(Cl)s1)c1cccs1 is listed with FLuc inh counter = -1; APP transl inh = -15; Diaphorase act = 1.2; NF-kB expr up = 1; TLR4-MyD88 BLA = 13; APP 5'UTR act = 15; STAT1 activator = 93; Diaphorase inh = -17; G6PDH CS = 7; FLuc act counter = 1
Nc1ccc(NC2C[C@@H](C(=O)O)NC2=O)cc1 (stereo partly drawn) is listed with FLuc inh counter = -1; APP transl inh = -2; Diaphorase act = 1; NF-kB expr up = 1.1; TLR4-MyD88 BLA = -3; APP 5'UTR act = 2; STAT1 activator = 98; Diaphorase inh = 4; G6PDH CS = 3; FLuc act counter = 1

Next results:
9	C#CCOCCOCCOCCNc1nc(N2CCOCC2)nc(N2CCN(C(=O)[C@H](Cc3cc4ccccc4[nH]3)n3cc([C@@H](N)Cc4ccc(O)cc4)nn3)CC2)n1
10	CC1CCCCN1C(=O)CSc1nc(-c2ccccc2)cn1N (stereo not drawn)
11	COc1ccc(C)cc1NC(=O)C1CC(=O)N(Cc2ccco2)C1 (stereo not drawn)
12	CCOC(=O)Nc1ccc2c(CN3CCN(S(=O)(=O)c4ccccc4)CC3)cc(=O)oc2c1
13	Cc1ccc(Oc2nc(C(F)(F)F)nc3ccccc23)cc1
14	CC1CN(c2cc(=O)n(-c3ccc(Cl)cc3)c(=O)[nH]2)CC(C)O1 (stereo not drawn)
15	Cc1ccccc1-n1c(SCC(=O)c2cc(C)n(C)c2C)nnc1-c1cccnc1
16	Cc1noc(C)c1S(=O)(=O)N1CCC(C(=O)Nc2ccccn2)CC1
assay / compound	9	10	11	12	13	14	15	16
FLuc inh counter	-11	2	-2	-2	-4	0	-3	3
APP transl inh	5	-10	-10	4	-3	-5	-3	11
Diaphorase act	0.9	1	0.7	0.8	0.9	1.1	1	0.9
NF-kB expr up	1.3	1.2	1	0.44	1.1	0.88	0.97	1.1
TLR4-MyD88 BLA	3	8	-10	0	-1	-6	-2	-3
APP 5'UTR act	-5	10	10	-4	3	5	3	-11
STAT1 activator	99	114	97	98	95	100	100	108
Diaphorase inh	5	-5	28	21	12	-15	-4	6
G6PDH CS	11	12	7	9	0	4	2	22
FLuc act counter	1.1	1	1	1	1	1	1	1

17	O=C(CN1CCN(c2ccccc2F)CC1)c1ccc2c(c1)OCO2
18	Cc1[nH]n(-c2nc(-c3cccc([N+](=O)[O-])c3)cs2)c(=O)c1C
19	C#CCN1C(=O)C(O)(CC(=O)/C=C/C=C/c2ccccc2)c2ccccc21 (stereo not drawn)
20	O=C(COC(=O)Cn1cnc2ccccc21)NCCc1ccccc1
21	O=C(CSc1nnc(Nc2ccccc2)s1)Nc1cccc(S(=O)(=O)N2CCCCC2)c1
22	CCCS(=O)(=O)N1CCN(c2ccccc2F)CC1
23	CC(C)NC(=O)CN1C(=O)C(=O)c2ccccc21
24	CCN(CC)c1cccc(OCC(=O)N(C)CCC#N)c1
assay / compound	17	18	19	20	21	22	23	24
FLuc inh counter	-1	61*	-4	-3	16	1	2	-4
APP transl inh	-36	-24	26	5	-1	-1	10	1
Diaphorase act	0.9	0.9	0.9	0.9	0.9	1	0.9	0.8
NF-kB expr up	1.2	1.9	1.3	1	0.84	1.1	1	0.94
TLR4-MyD88 BLA	0	9	1	10	-2	-1	-4	12
APP 5'UTR act	35	24	-26	-5	1	1	-10	-1
STAT1 activator	108	112	103	104	103	105	97	97
Diaphorase inh	9	9	15	7	10	-1	9	21
G6PDH CS	6	-4	5	2	-18	14	14	14
FLuc act counter	1	0.4	1	1	0.8	1	1	1

25	COc1ccc([N+](=O)[O-])cc1/C=N/NC(=O)Cc1ccccc1
26	COc1cc(OC)cc(C(=O)N/N=C2/SCC(=O)N2Cc2ccco2)c1
27	COc1cc(-c2nnn(CC#N)n2)ccc1OCc1ccccc1
28	COc1cccc(CCc2nnc(CCC(=O)N3CCN(Cc4ccccn4)CC3)o2)c1
29	COc1ccc(C(=O)C[n+]2cccc(C)c2)cc1
30	O=C(Nc1ccc(O)c2c(=O)cc(-c3ccccc3Cl)oc12)c1cccc(Cl)c1
31	Nc1nn(S(=O)(=O)c2ccccc2)cc1-c1cccc([N+](=O)[O-])c1
32	Cc1ccc(NC(=O)c2cc(C)on2)cc1
assay / compound	25	26	27	28	29	30	31	32
FLuc inh counter	-2	-7	0	-3	-6	-1	1	45
APP transl inh	-16	-6	-21	-19	21	17	2	-82
Diaphorase act	1	0.9	0.9	1.1	0.9	0.9	1	1
NF-kB expr up	1	1.3	1.8	·	1	1.1	·	3.3*
TLR4-MyD88 BLA	4	5	6	-6	-7	-2	-18	6
APP 5'UTR act	16	6	21	19	-21	-17	-2	82
STAT1 activator	87	104	121	100	101	102	94	130*
Diaphorase inh	-2	10	13	-9	12	13	-3	-3
G6PDH CS	22	6	8	6	2	9	4	3
FLuc act counter	1	1.1	1	1	1.1	1	1	0.5

As entered above:
Cc1ccc(NC(=O)c2cc(C)on2)cc1 in G6PDH CS = 3
O=C(Nc1ccc(O)c2c(=O)cc(-c3ccccc3Cl)oc12)c1cccc(Cl)c1 in FLuc act counter = 1
COc1cc(-c2nnn(CC#N)n2)ccc1OCc1ccccc1 in NF-kB expr up = 1.8
COc1cccc(CCc2nnc(CCC(=O)N3CCN(Cc4ccccn4)CC3)o2)c1 in Diaphorase inh = -9
COc1ccc([N+](=O)[O-])cc1/C=N/NC(=O)Cc1ccccc1 in APP transl inh = -16
COc1cc(OC)cc(C(=O)N/N=C2/SCC(=O)N2Cc2ccco2)c1 in G6PDH CS = 6
COc1ccc(C(=O)C[n+]2cccc(C)c2)cc1 in APP transl inh = 21

More structures:
33	COc1ccc(C(=O)Oc2cc(N)n(S(=O)(=O)c3ccccc3)n2)cc1
34	COc1ccc(-c2cc(-n3c(C(F)(F)F)nc4ccccc43)n(CCC#N)n2)cc1
35	CN1CCC(NC(=O)Nc2cccc(C(F)(F)F)c2)CC1
36	Cc1nc2ccc(-c3nc4ccccc4[nH]3)cc2[nH]1
37	Cc1nc2ccccc2cc1C(=O)N/N=C/c1cccs1
38	CN1/C(=C\C(=O)c2oc3ccccc3c2N)C(C)(C)c2ccccc21
39	COc1ccc(CNC(=O)Cn2nc(C(F)(F)F)c3c2CCC3)cc1
40	O=C(CCC1CCCN(C(=O)c2cccs2)C1)N1CCN(c2ccccn2)CC1 (stereo not drawn)
assay / compound	33	34	35	36	37	38	39	40
FLuc inh counter	1	-3	-5	77*	2	1	2	-2
APP transl inh	5	-8	19	-155	-6	-14	13	-2
Diaphorase act	0.9	0.9	0.8	0.8	0.9	1.1	1	0.9
NF-kB expr up	0.95	1.1	1.1	3.5*	0.94	0.78	1.3	0.95
TLR4-MyD88 BLA	7	-7	-1	0	-3	-4	7	0
APP 5'UTR act	-5	9	-19	155*	6	15	-13	2
STAT1 activator	108	105	98	125	94	110	99	98
Diaphorase inh	5	9	23	18	13	-6	-2	12
G6PDH CS	-1	11	8	7	7	-2	5	5
FLuc act counter	1	1	1.1	0.2	1	1	1	1

41	c1coc(-c2nc3nc4ccccc4n3nc2-c2ccco2)c1
42	COc1ccc(S(=O)(=O)N2c3cc(Cl)ccc3Oc3nc4ccccc4nc32)cc1
43	CC1CC(C)CN(c2ccc(C(=O)NCc3ccc4c(c3)OCO4)cc2[N+](=O)[O-])C1 (stereo not drawn)
44	COc1ccc(N2C(=O)C3C4C=CC(c5ccccc5)(C3C2=O)C2C(=O)N(c3ccc(OC)cc3)C(=O)C42)cc1 (stereo not drawn)
45	CCC(C)Nc1nc(CN2CCOCC2)nc2sc3c(c12)CCC3 (stereo not drawn)
46	CCOc1ccc(-c2nnc(N(CC)C(=O)C3CCC3)s2)cc1
47	O=[N+]([O-])c1cc(C(F)(F)F)ccc1NCCOc1ccccc1
48	CC1=CCC2C(=O)N(c3ccc(OC(=O)c4ccco4)cc3)C(=O)C2C1 (stereo not drawn)
49	CCN=C1SC(CC(=O)Nc2sc(C)c(C)c2C(=O)OC)C(=O)N1CC (stereo not drawn)
50	COc1cc(C(=O)NCC(c2cccnc2)N2CCN(c3ccc(F)cc3)CC2)cc(OC)c1OC (stereo not drawn)
51	Cc1ccc(S(=O)(=O)N(C)/N=C/C=C/c2ccccc2)cc1
assay / compound	41	42	43	44	45	46	47	48	49	50	51
FLuc inh counter	28	-4	2	-4	-5	9	13	-8	-6	-2	0
APP transl inh	4	-17	4	1	7	-3	-77	14	-9	-8	-5
Diaphorase act	0.4	1	0.9	0.7	0.8	0.9	0.8	0.7	0.8	1	0.9
NF-kB expr up	1.1	3.6*	0.97	1.1	0.97	1.7	2	1.3	0.97	1.1	1.1
TLR4-MyD88 BLA	1	-4	-3	6	11	4	-9	-2	2	6	11
APP 5'UTR act	-4	17	-4	-1	-7	3	77	-14	9	8	5
STAT1 activator	95	95	95	107	103	109	111	97	102	92	100
Diaphorase inh	58*	-1	12	35	17	13	22	28	16	2	10
G6PDH CS	21	7	-1	35	0	-7	-10	14	4	2	-12
FLuc act counter	0.7	1	1	1	1.1	0.9	0.9	1.1	1.1	1	1
